# PfHsp90 yeast 2 = reduces growth (ATP signal) of yeast expressing P. falciparum Hsp90; actives 0.32% (n = 310,000); inhibition, % at 9.4 µM; S. cerevisiae expressing PfHsp90, BacTiter-Glo ATP, 48 h; yeast lacking PDR1 and PDR3 efflux regulators;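 active = every replicate shows inhibition above about 80%, whatever the replicate mean, limit read from the data; inconclusive = mean inhibition reaches the set limit but some replicate falls short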;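 also: 0% = DMSO neutral controls and 100% = 20 µM radicicol positive controls; yeast relying on Plasmodium falciparum Hsp90 in place of its own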
# SUMO Mot1 rescue = SUMOylation pathway inhibition by Mot1-301 growth rescue. S. cerevisiae Mot1-301 growth rescue, ATP luminescence, 38.5C; percent above DMSO median, 100 means doubled. growth rescue, % at 18.8 µM. actives 1% (n = 320,000);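 active = every valid replicate shows activation above 250% relative to neutral control wells; inactive = the rest, any valid replicate at or below 250%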;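 also: OY570 slx delta 5 strain wells were the positive control but not used for scaling; some compounds called inactive have numbers as strong as hits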
# phage Ecoli inh = E. coli growth loss with phage present. growth absorbance. inhibition, % at 11.9 µM. actives 0.26% (n = 360,000); in the data active = inhibition above about 11%
# PKA-R1A act = PKA-R1A complex activation. PKA-R1A dissociation, Cy5-IP20 fluorescence polarization; scaled: DMSO 0%, 113 µM cGMP 100%. activation, % at 11.4 µM. actives 0.083% (n = 340,000). AID 504707;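 active = percent activation above the mean of all tested compounds plus 3 SD, cut at about 19% in these data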;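 also: higher means more PKAc released from R1A so a rise in polarization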
# Tat transport = E. coli Tat transport inhibition | E. coli MC4100 TorA-mCherry Tat export, fluorescence | AID 488895 | actives 0.036% (n = 340,000) | inhibition, % at 10 µM;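 active = mean replicate inhibition at least 50% and at least half of replicates individually reaching 50%; inconclusive = only one of the two criteria met; inactive = neither criterion met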;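 also: exported cargo escapes ClpAP degradation while cytoplasmic cargo is degraded and loses fluorescence; 0% = median of neutral control wells and 100% = median of NaSCN control wells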
# AddAB inh = less growth of phage-infected E. coli with AddAB; E. coli expressing H. pylori AddAB, absorbance growth; inhibition, % at 11.9 µM; actives 0.29% (n = 330,000); AID 435030; in the data active = inhibition above about 12%;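 also: 0% = vehicle wells of infected cells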
# Ecoli viability = reduces bacterial viability in AddAB counter-screen. E. coli V3065 growth, OD600 absorbance, 18 h. inhibition, % at 11.9 µM. actives 0.27% (n = 330,000). AID 449728;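 active = inhibition above the campaign's mean inhibition across all tested compounds plus 3 SD, cut at about 9.9% in these data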;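 also: uninfected addAB+ strain grown without phage in ampicillin broth; 0% = DMSO wells and 100% = ciprofloxacin 0.95 µg/ml wells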
# PKA-R2B act = PKA-R2B complex activation. P22694+P31323. activation, % at 11.4 µM. PKA-R2B holoenzyme dissociation, Cy5-IP20 fluorescence polarization; R2B truncated from residue 108, S112A mutant; 0% DMSO only, 100% 113 µM cGMP. actives 0.079% (n = 340,000);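 active = activation above a cutoff set at the mean over all compounds plus 3 SD, cut at about 18% in these data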;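 also: higher means more holoenzyme dissociation and a rise in polarization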
# Target sequence (P31323 whole entry, looked up, other chains not shown, the tested form may be a part): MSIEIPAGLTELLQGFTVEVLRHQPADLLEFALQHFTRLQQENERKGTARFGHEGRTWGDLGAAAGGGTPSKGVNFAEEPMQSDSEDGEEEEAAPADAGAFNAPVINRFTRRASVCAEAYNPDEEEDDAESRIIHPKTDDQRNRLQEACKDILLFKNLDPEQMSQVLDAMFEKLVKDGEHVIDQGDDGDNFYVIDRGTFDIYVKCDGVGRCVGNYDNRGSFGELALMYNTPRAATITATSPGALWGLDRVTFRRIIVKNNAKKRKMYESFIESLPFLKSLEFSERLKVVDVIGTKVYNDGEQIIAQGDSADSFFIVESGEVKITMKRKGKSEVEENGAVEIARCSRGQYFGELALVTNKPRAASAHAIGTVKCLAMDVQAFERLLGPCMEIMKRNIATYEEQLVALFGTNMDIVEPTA
# Starred values were filed as active, the others as inactive; ? = inconclusive; . = not tested or not shown.
SMILES,PfHsp90 yeast 2,SUMO Mot1 rescue,phage Ecoli inh,PKA-R1A act,Tat transport,AddAB inh,Ecoli viability,PKA-R2B act
Cc1ccc(-n2c(N)c(C(=O)Nc3c(C)n(C)n(-c4ccccc4)c3=O)c3nc4ccccc4nc32)cc1C,.,-10.3,.,.,.,-0.5,0.9,.
N#Cc1nc(-c2ccc(OCc3ccccc3)cc2)oc1NCCN1CCOCC1,.,14.0,.,.,.,2.6,0.2,.
CCOC(=O)c1sc(Nc2cccc(C)c2C)nc1C,.,-27.4,.,.,.,2.1,-0.5,.
CCCCN(C)S(=O)(=O)c1ccc(C(=O)Nc2nnc(-c3cccs3)o2)cc1,.,-17.7,.,.,.,-1.9,-4.5,.
CCOC(=O)c1sc(/N=C/c2c(C)[nH]n(-c3ccccc3)c2=O)c(C#N)c1C,.,-10.7,.,.,.,0.6,-3.2,.
C=CCN1C=C2C(=O)C(C)(OC(=O)c3ccco3)C(=O)C(C=C)=C2C=C1C1CC1 (stereo not drawn),.,220.7,.,.,.,1.5,-2.2,.
CCOC(=O)c1cnc(-n2nc(C)cc2C)nc1NNc1cc(-c2ccccc2)nc(C)n1,.,98.2,.,.,.,2.6,0.4,.
COc1cccc(/C=N/NC(=O)NC23CC4CC(CC(C4)C2)C3)c1O,.,8.4,.,.,.,9.6,4.1,.
NC(=S)N/N=C/c1ccc(C23CC4CC(CC(C4)C2)C3)cc1,.,-25.7,.,.,.,1.0,-0.3,.
O=C(Nc1cccc(Br)c1)c1ccc(OC2CSC2)cc1,.,-9.0,.,.,.,2.4,1.9,.
COc1ccccc1Nc1nc(-c2sc(NC(=O)c3cccc(Cl)c3)nc2C)cs1,.,-21.3,.,.,.,0.9,-1.4,.
O=C(NCc1ccccc1)C1CCCC1,.,17.9,.,.,.,1.9,0.6,.
COCOc1ccc(-c2oc3c(C/C=C(\C)CCC=C(C)C)ccc(O)c3c(=O)c2OCOC)c(OCOC)c1,.,9.3,.,.,.,3.0,-1.8,.
CCOc1ccc(-c2nc(-c3ccccc3C)no2)cc1,.,2.0,.,.,.,1.5,-1.9,.
Cn1c(=O)c2c(nc(Oc3ccc4c(c3)OCO4)n2Cc2ccc(Br)cc2)n(C)c1=O,.,-6.3,.,.,.,-2.3,-3.5,.
Nc1ccccc1NC1=CC(=O)CC(c2ccccc2)C1 (stereo not drawn),.,-7.9,.,.,.,2.1,0.2,.
O=C1c2nc3cc(-c4ccccc4)[nH]n3c(=O)c2CN1Cc1ccccc1,.,285.5,.,.,.,2.4,-2.1,.
Cc1ccc(C)c(Oc2coc3cc(OCC(=O)Nc4ccccc4C(C)C)ccc3c2=O)c1,.,-24.5,.,.,.,1.1,3.2,.
CCOC(=O)c1c(C)[nH]c(C(=O)NCc2ccco2)c1C,.,-6.5,.,.,.,1.1,-1.3,.
Oc1c(Br)cc(/C=N/Nc2nncc3ccccc23)cc1Br,.,3.8,.,.,.,0.1,-0.2,.
CCCCC1=CC2=C(c3ccco3)C(=O)C(C)(OC(=O)c3ccc(OC)cc3)C(=O)C2=CN1C1CCCC1 (stereo not drawn),.,118.5,.,.,.,2.9,-1.0,.
CCOc1ccc(CCNC(=O)c2ccc3c(c2)NC(=O)C2CCCN32)cc1OCC (stereo not drawn),.,86.7,.,.,.,-2.2,-3.7,.
CC(=O)Nc1ccc([C@H]2[C@H](C)CC[C@H]3C(=O)N4[C@@H](CC[C@@H](C)[C@@H]4c4ccc(NC(C)=O)cc4)C(=O)N32)cc1,.,12.5,.,.,.,-1.6,1.4,.
Nc1cc(=O)[nH]c(SCC(=O)Nc2nc3ccc([N+](=O)[O-])cc3s2)n1,.,10.7,.,.,.,-6.0,0.8,.
c1ccc2oc(-c3ccc(Nc4nc(N5CCCC5)nc(N5CCOCC5)n4)cc3)nc2c1,.,-9.1,.,.,.,0.6,-0.6,.
# (more compounds)
SMILES,PfHsp90 yeast 2,SUMO Mot1 rescue,phage Ecoli inh,PKA-R1A act,Tat transport,AddAB inh,Ecoli viability,PKA-R2B act
CN(C)c1ccc2c3c(cccc13)C(=O)N(c1ccccc1)C2=O,.,-6.3,.,.,.,1.8,1.7,.
Cc1ccc(S(=O)(=O)N2C(=O)/C(=C3\SC(=S)NC3=O)c3ccccc32)cc1,.,-16.4,.,.,.,0.3,0.3,.
COc1ccc2c(c1)O[C@@H](c1cccc(C(F)(F)F)c1)[C@H](OC(=O)NCCc1ccc(OC)c(OC)c1)C2=O,.,-15.7,.,.,.,1.2,-1.3,.
CCOC(=O)c1sc(NC(=O)CCN2CC(C)OC(C)C2)c(C(=O)OCC)c1C (stereo not drawn),.,123.2,.,.,.,0.1,-0.9,.
O=C(O)COc1ccccc1C(Nc1cccnc1)c1cc(Cl)c2cccnc2c1O (stereo not drawn),5.0,.,.,.,10.6,.,.,.
COc1ccc(CS(=O)/C(Cl)=C(/Cl)C(=O)Nc2ccc(OC)nc2)cc1 (stereo not drawn),?,.,.,.,-10.1,.,.,.
O=C(O)Cn1c2ccccc2c2nc3ccccc3nc21,.,.,.,-3.1,.,.,.,-5.9
O=[N+]([O-])C1C(c2ccccc2)C12c1ccccc1-c1ccccc12 (stereo not drawn),.,.,.,-5.0,.,.,.,3.1
NC(=O)c1c(NC(=O)c2ccccc2F)sc2c1CCC2,.,.,.,1.5,.,.,.,0.6
CCOc1ccc(N=Cc2ccc(N(C)C)cc2)c(O)c1,.,.,.,16.6,.,.,.,0.9
O=C1C=CC(=O)N1c1ccc(-c2nc3ccccc3o2)cc1,.,.,.,4.4,.,.,.,4.5
Cn1nc(-c2ccc(Cl)cc2)nc2c(=O)n(C)c(=O)nc1-2,.,103.6,.,.,-11.8,7.8,8.4,.
Clc1ccc2c(c1)CCc1cccnc1C2=C1CCNCC1,.,-12.9,.,.,-2.2,-1.3,-0.2,.
COc1ccc(Cc2nc3ccc(S(N)(=O)=O)cc3[nH]2)cc1OC,.,.,1.0,.,.,1.6,1.4,.
O=C(CCCn1c(=O)c2ccccc2n(Cc2cccc(F)c2)c1=O)NC1CCN(Cc2ccccc2)CC1,.,.,2.5,.,.,-2.0,-2.6,.
O=C(CSc1ccc(Cl)cc1)Nc1cc(-c2nc3ncccc3o2)ccc1Cl,.,.,3.9,.,.,-1.4,-1.4,.
O=C(c1ccc(F)cc1)C(CCCCCC(CN1CCOCC1)C(=O)c1ccc(F)cc1)CN1CCOCC1 (stereo not drawn),.,.,1.4,.,.,-0.2,-2.1,.
COc1cc(OC)cc(C(=O)Nc2ccc(S(=O)(=O)Nc3cc(C)nc(C)n3)cc2)c1,.,.,0.2,.,.,0.7,-0.6,.
Cc1ccc(C(C)C)c(OCCOCCN2CCNCC2)c1,.,.,1.4,.,.,0.9,0.7,.
Cc1cccc(NC(=O)CSc2nc3ccc(NC(=O)CSc4nnnn4-c4ccccc4)cc3s2)c1C,.,.,1.4,.,.,2.1,-1.3,.
CCC(Sc1nc(N)cc(=O)[nH]1)C(=O)NC(C(=O)OC)c1ccccc1 (stereo not drawn),.,.,1.5,.,.,1.9,0.1,.
Cc1ccc(CN2C(=O)/C(=C\c3ccc(C(=O)NCc4cccnc4)cc3)Oc3ccccc32)cc1,.,.,1.6,.,.,0.9,-0.9,.
CCOc1cc2nc(-c3ccc(OC)c(OC)c3)nc(N3CCOCC3)c2cc1OC,.,.,1.6,.,.,0.1,-3.8,.
COc1cccc(-c2nc(-c3ccccn3)no2)c1,.,-46.7,0.8,.,.,1.8,-1.6,.
Cn1c(N)c(C(=O)COC(=O)c2cc(C(F)(F)F)nc3ccccc23)c(=O)n(C)c1=O,.,-1.3,2.1,.,.,-1.5,-1.9,.
# Later entries.
SMILES,PfHsp90 yeast 2,SUMO Mot1 rescue,phage Ecoli inh,PKA-R1A act,Tat transport,AddAB inh,Ecoli viability,PKA-R2B act
O=C(NCCCNC(=O)NC1CCCCC1)NC1CCCCC1,.,-8.1,2.3,.,.,0.4,0.7,.
CCOC(=O)c1sc(Nc2nc(OC)cc(OC)n2)nc1C,.,-7.4,2.3,.,.,0.7,-1.4,.
CCOC(=O)C1=C(Cc2ccc(C)cc2)C(=O)c2ccccc2C1=O,.,4.5,-0.6,.,.,-0.5,-1.4,.
C(=C\c1ccccc1)/C=N/Nc1nncc(-c2ccccc2)n1,.,-4.5,-2.1,.,.,2.0,1.1,.
CCCOC(=O)c1cc(NC(=O)/C=C/c2ccccc2)ccc1O,.,7.1,1.9,.,.,4.7,1.5,.
Cn1cccc1CC(=O)N/N=C/c1ccc([N+](=O)[O-])cc1,.,8.4,1.3,.,.,-1.0,-1.3,.
CCCCCC(=O)NC(=S)Nc1cccc(-c2nc3ncccc3o2)c1,.,-0.2,0.8,.,.,-0.2,-1.2,.
O=C1NC(Cc2ccccc2)c2nc3ccc(F)cc3c(=O)n2-c2cc(Cl)ccc21 (stereo not drawn),.,-1.5,2.2,.,.,-1.4,-1.4,.
O=C(NCCN1CCNCC1)c1ccccc1O,.,1.4,2.2,.,.,-0.5,1.0,.
CS(=O)(=O)c1ccccc1-c1csc(N2CCC(C(N)=O)CC2)n1,.,6.7,0.5,.,.,2.2,-1.3,.
COc1ccc(C2NC(C(=O)O)CS2)cc1COCC(F)(F)F (stereo not drawn),.,105.4,3.5,.,.,0.2,-0.7,.
Cc1ccc(CSc2nccc(-c3c(C)nc4ccccn34)n2)cc1,.,19.4,-2.1,.,.,1.3,0.6,.
COc1ccc(CC(=O)N/N=C/C=C/c2cccc([N+](=O)[O-])c2)cc1OC,.,4.7,0.6,.,.,2.1,-1.7,.
C=CCN1C(=O)/C(=C2/Sc3ccc(OC)cc3N2C)SC1=Nc1ccc(OC)cc1,.,-7.5,2.6,.,.,0.5,-1.1,.
Cc1cc(=O)n2[nH]c(-c3sccc3-n3c(C)ccc3C)cc2n1,.,12.2,4.2,.,.,0.7,-0.7,.
Cc1ccc(S(=O)(=O)NCC(=O)OCN2C(=O)c3ccccc3C2=O)cc1,.,-21.9,3.9,.,.,1.9,1.4,.
COc1ccc(/C=C(\NC(=O)c2cccs2)C(=O)NCc2ccco2)cc1OC,.,-5.8,3.9,.,.,-0.8,-2.1,.
Cc1cc2c(c(=O)o1)C(CCC1CCCCC1)C(C#N)=C(N)O2 (stereo not drawn),.,-5.4,2.1,.,.,-0.7,-0.3,.
COc1ccc(N(CN2C(=O)C3CCCCC3C2=O)C(=O)c2ccco2)cc1 (stereo not drawn),.,-9.3,-0.7,.,.,2.1,2.9,.
Cc1cccc(/C=C/c2onc(C)c2[N+](=O)[O-])n1,.,-32.5,0.5,.,.,0.9,-0.3,.
CCOC(=O)/C(C#N)=C/c1cc(C)n(-c2ccc(Br)cc2)c1C,.,4.1,2.0,.,.,-0.4,-1.6,.

# Pulled by structure from above (3):
SMILES,PfHsp90 yeast 2,SUMO Mot1 rescue,phage Ecoli inh,PKA-R1A act,Tat transport,AddAB inh,Ecoli viability,PKA-R2B act
CCOC(=O)c1sc(/N=C/c2c(C)[nH]n(-c3ccccc3)c2=O)c(C#N)c1C,.,-10.7,.,.,.,0.6,-3.2,.
Oc1c(Br)cc(/C=N/Nc2nncc3ccccc23)cc1Br,.,3.8,.,.,.,0.1,-0.2,.
Nc1cc(=O)[nH]c(SCC(=O)Nc2nc3ccc([N+](=O)[O-])cc3s2)n1,.,10.7,.,.,.,-6.0,0.8,.

# Shown field by field: entries from further up.
Compound: COc1ccc(CC(=O)N/N=C/C=C/c2cccc([N+](=O)[O-])c2)cc1OC
  PfHsp90 yeast 2 = .
  SUMO Mot1 rescue = 4.7
  phage Ecoli inh = 0.6
  PKA-R1A act = .
  Tat transport = .
  AddAB inh = 2.1
  Ecoli viability = -1.7
  PKA-R2B act = .
Compound: C=CCN1C(=O)/C(=C2/Sc3ccc(OC)cc3N2C)SC1=Nc1ccc(OC)cc1
  PfHsp90 yeast 2 = .
  SUMO Mot1 rescue = -7.5
  phage Ecoli inh = 2.6
  PKA-R1A act = .
  Tat transport = .
  AddAB inh = 0.5
  Ecoli viability = -1.1
  PKA-R2B act = .

# The list is partial; the hit share may differ from the screen's.
